Cav3 T inh: blocks human Cav3.2 T-type calcium channel | O95180 | Cav3.2-expressing cells, Fluo-4 calcium fluorescence FDSS; active compounds read low | B-score at 10 µM | 100,000 tested, 4% active | AID 449739;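 active = single-dose well whose peak fluorescence ratio is a statistical outlier from its plate by either plate-standardised score or position-corrected B-score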
Target sequence (O95180 whole entry, looked up): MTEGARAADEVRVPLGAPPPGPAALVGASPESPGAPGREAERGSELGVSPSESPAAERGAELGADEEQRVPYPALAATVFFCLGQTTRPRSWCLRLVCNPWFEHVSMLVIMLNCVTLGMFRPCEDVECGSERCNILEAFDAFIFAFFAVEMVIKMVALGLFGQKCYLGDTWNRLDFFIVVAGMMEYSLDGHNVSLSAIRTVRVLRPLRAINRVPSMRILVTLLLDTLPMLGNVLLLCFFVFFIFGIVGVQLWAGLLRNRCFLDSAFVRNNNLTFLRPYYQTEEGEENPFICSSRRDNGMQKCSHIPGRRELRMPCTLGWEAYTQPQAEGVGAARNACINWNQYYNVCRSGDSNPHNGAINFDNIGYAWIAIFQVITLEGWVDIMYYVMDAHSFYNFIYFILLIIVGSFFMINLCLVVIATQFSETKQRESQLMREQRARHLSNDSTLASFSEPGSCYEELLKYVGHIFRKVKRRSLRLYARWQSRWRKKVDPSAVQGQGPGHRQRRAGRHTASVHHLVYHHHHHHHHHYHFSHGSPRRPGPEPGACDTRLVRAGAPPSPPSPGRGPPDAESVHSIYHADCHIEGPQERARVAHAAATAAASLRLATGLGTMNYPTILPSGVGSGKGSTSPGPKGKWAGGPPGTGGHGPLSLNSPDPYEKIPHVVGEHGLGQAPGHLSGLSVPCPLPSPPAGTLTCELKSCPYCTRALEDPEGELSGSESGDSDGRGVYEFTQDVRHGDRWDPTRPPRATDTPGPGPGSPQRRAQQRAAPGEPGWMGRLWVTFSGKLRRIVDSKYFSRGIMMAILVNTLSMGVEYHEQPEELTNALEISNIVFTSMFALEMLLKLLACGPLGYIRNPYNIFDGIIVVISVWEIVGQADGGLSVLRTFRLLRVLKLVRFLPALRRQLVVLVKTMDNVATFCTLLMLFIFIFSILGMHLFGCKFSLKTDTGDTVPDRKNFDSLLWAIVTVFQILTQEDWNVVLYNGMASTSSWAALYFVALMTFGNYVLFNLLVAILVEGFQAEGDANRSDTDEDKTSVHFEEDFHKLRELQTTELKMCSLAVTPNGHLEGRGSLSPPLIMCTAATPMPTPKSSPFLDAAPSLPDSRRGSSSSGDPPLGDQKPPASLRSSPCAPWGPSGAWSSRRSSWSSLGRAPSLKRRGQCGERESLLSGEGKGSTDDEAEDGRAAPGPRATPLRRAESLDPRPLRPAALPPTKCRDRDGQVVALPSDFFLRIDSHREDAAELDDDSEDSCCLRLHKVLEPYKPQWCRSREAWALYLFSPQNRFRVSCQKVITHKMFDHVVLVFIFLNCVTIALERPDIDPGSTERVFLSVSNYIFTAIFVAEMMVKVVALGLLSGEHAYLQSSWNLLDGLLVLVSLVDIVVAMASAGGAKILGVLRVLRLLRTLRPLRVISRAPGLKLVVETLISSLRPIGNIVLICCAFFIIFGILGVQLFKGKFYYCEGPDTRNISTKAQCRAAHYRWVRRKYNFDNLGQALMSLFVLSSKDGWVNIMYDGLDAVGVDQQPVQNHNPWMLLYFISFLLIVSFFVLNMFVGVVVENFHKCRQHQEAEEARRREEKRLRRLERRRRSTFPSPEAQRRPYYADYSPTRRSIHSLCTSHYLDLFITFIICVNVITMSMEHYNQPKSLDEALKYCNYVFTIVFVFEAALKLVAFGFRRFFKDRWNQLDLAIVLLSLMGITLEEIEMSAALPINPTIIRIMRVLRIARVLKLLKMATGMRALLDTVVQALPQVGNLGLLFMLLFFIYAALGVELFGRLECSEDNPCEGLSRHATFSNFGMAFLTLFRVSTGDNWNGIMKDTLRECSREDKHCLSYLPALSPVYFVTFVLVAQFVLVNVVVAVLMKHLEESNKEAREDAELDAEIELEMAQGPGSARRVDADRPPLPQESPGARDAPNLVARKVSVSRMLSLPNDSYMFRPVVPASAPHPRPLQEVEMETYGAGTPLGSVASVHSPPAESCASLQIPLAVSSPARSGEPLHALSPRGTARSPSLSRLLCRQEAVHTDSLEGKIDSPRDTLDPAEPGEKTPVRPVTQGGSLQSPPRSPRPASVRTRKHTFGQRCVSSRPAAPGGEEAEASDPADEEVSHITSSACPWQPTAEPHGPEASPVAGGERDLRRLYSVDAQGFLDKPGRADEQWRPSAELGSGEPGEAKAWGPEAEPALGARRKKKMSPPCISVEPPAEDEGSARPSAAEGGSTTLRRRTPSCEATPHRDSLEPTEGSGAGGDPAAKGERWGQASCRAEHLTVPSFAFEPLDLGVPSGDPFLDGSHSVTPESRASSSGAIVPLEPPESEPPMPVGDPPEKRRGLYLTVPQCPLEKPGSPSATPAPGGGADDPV
The depositor's hits bear a star. This is a subset; the hit share may differ from the screen's.

Cav3 T inh | smiles
0.177 | Cc1nc2nc[nH]n2c(=O)c1NS(C)(=O)=O
-2.4 | CCOc1ccc(S(=O)(=O)NCCC2=CCCCC2)c2ccccc12
0.179 | Cn1cc(S(=O)(=O)N2CCN(c3cccc(C(F)(F)F)c3)CC2)c(=O)n(C)c1=O
-0.0543 | COc1ccc2c(c1)O[C@@H](c1cccc(C(F)(F)F)c1)[C@H](OC(=O)Nc1ccc(OC(F)F)cc1)C2=O
0.867 | CSCCC(NC(=O)c1ccccc1)C(=O)NCc1ccco1 (configuration not stated)
0.716 | COc1ccc(CCC(=O)Nc2nc3ccccc3[nH]2)cc1OC
0.0648 | Nc1ccc(S(=O)(=O)Nc2ccccn2)cc1
0.213 | CCc1c(C(=O)O)[nH]c2ccc(Br)cc12
0.0287 | Cc1cccn2c(N)c(-c3ccccc3)nc12
-2.43 | CCCCSc1nnc(NC(=O)CCc2ccccc2)s1
0.174 | CCCCNc1cc(=O)n(C)c(=O)[nH]1
0.0234 | O=S(=O)(Nc1ccc(-c2nc3cccnc3s2)cc1)c1cccs1
1 | Cc1ccc2cc(CN(CC3CCCO3)S(=O)(=O)c3c(C)ccc4nsnc34)c(=O)[nH]c2c1 (configuration not stated)
0.0522 | CCCn1c(=O)[nH]c(=O)c2c1nc(-c1ccc(OC(F)(F)C(F)C(F)(F)F)cc1)n2CCOC (configuration not stated)
0.339 | COc1ccc(Br)cc1S(=O)(=O)N1CC(C)OC(C)C1 (configuration not stated)
-0.936 | O=C(NCCOc1ccccc1Cl)c1cc(F)c(F)cc1Cl
1.02 | O=C(CNC(=O)c1ccc(Br)o1)NCc1ccc2c(c1)OCO2
-2.45 | CCCCc1nc(N)c(C#N)c(-c2ccco2)c1CCC
-1.89 | Cc1ccc(-c2nnn(CC(=O)NCCc3ccc4c(c3)OCO4)n2)o1
-0.518 | CCCOc1ccc(C2C(C(=O)OC)=C(C)N=C3SCCC(=O)N32)cc1OCC (configuration not stated)
-0.9 | CCc1c(C)sc(NC(=O)Cn2nc(C(F)(F)F)c3c2CCCC3)c1C#N
0.298 | CCO[C@H]1OC(C(=O)N2CCOCC2)=C[C@@H](C2CC2)[C@@H]1CCCO
0.902 | O=C(CN1CCN(C(=O)c2ccco2)CC1)Nc1ccc2c(c1)OCO2
-0.803 | Cc1cccc(N(CC(N)=O)C2SC(=O)NC2=O)c1 (configuration not stated)
1.1 | CCOC(=O)c1cnc(SCC(=O)N2CCc3ccccc32)nc1N
-2.01 | CCCN(CCC)CCSc1nc(O)c(C(C)C)c(=O)[nH]1
0.342 | COc1ccc(-c2nnn(CCc3nn[nH]n3)n2)cc1
-1.93 | CN(CC(=O)Nc1ccc(F)c(Cl)c1)S(=O)(=O)c1cccc2nsnc12
1.53 | Cc1c(C(=O)O)[nH]c2c1C(=O)CC(c1ccc(Cl)cc1)C2 (configuration not stated)
0.565 | O=S(=O)(Nc1nccs1)c1ccc2c(c1)OCCO2

Shown comma-delimited: entries from further up
SMILES,Cav3 T inh
Cc1cccc(N(CC(N)=O)C2SC(=O)NC2=O)c1 (configuration not stated),-0.803
CCOC(=O)c1cnc(SCC(=O)N2CCc3ccccc32)nc1N,1.1
CCCN(CCC)CCSc1nc(O)c(C(C)C)c(=O)[nH]1,-2.01
COc1ccc(-c2nnn(CCc3nn[nH]n3)n2)cc1,0.342
CN(CC(=O)Nc1ccc(F)c(Cl)c1)S(=O)(=O)c1cccc2nsnc12,-1.93
Cc1c(C(=O)O)[nH]c2c1C(=O)CC(c1ccc(Cl)cc1)C2 (configuration not stated),1.53

5 entries from above, ordered by the value under Cav3 T inh, descending:
Cav3 T inh | smiles
1.1 | CCOC(=O)c1cnc(SCC(=O)N2CCc3ccccc32)nc1N
0.902 | O=C(CN1CCN(C(=O)c2ccco2)CC1)Nc1ccc2c(c1)OCO2
0.565 | O=S(=O)(Nc1nccs1)c1ccc2c(c1)OCCO2
0.298 | CCO[C@H]1OC(C(=O)N2CCOCC2)=C[C@@H](C2CC2)[C@@H]1CCCO
-1.93 | CN(CC(=O)Nc1ccc(F)c(Cl)c1)S(=O)(=O)c1cccc2nsnc12

(further entries)
Cav3 T inh | smiles
0.797 | COc1ccc(-c2noc(CCC(=O)NCCCN3CCC(C)CC3)n2)cc1
0.543 | COCCCN1C(=O)C(=O)/C(=C(/O)c2ccc(OCC(C)C)cc2C)C1c1cccnc1 (configuration not stated)
-0.167 | Cc1onc(-c2ccccc2)c1C(=O)NCC1CCCO1 (configuration not stated)
0.0797 | COc1ccc(C2N3CC4(C)CN2CC(C)(C3)C4O)cc1 (configuration not stated)
-0.0618 | O=C(COc1ccc(OCc2ccccc2)cc1)NC1CCOC1=O (configuration not stated)
-2.06 | O=C(NCc1ccccc1)c1noc2c1CCCCC2
1.15 | Cc1c(C(=O)NCCN2CCOCC2)sc2nc(-c3ccc(F)cc3)cn12
-0.621 | COc1ccc(-c2nc(C#N)c(N3CCCCCC3)o2)cc1OC
-0.711 | Cc1ccc(NC(=O)CS(=O)CC(=O)N(c2ccccc2)C(C)C(=O)NC2CCCC2)cc1 (configuration not stated)
-0.257 | Cc1ccc(NC2=CC(=O)CCC2)cc1C
0.951 | Cc1nnc(C)n1/N=C/c1ccc(C(C)C)cc1
-0.0909 | COc1ccccc1NC(=O)CC1C(=O)Nc2c1c(=O)n(C)c(=O)n2C (configuration not stated)
1.09 | COCCCN1CC23C=CC(O2)C(C(=O)O)C3C1=O (configuration not stated)
1.16 | CCCn1cnc2c(cnn2-c2ccc(F)cc2)c1=O
-1.23 | Cc1ccc(O)c(CNc2nc3ccccc3n2C)c1
1.01 | COc1ccc(C)cc1S(=O)(=O)N(C)CC(=O)Nc1ccc2c(c1)OCO2
0.0371 | Cc1ccc(C(=O)CSc2nc3ccccc3c(=O)n2N)o1
-1.81 | CC(C)c1cc(-c2n[nH]c(=S)n2Cc2ccccc2)cs1
0.302 | CCCCN(CC)CCNc1c(N2CCN(C(=O)OCC)CC2)c(=O)c1=O
-7.14* | c1ccc(Nc2n[nH]nc2-c2ccccc2)cc1
-0.0137 | CCn1c2ccccc2c2cc(NC(C)=O)ccc21
-5.43* | CCC1S/C(=C(\C#N)C(=O)NCc2ccco2)N(c2ccc(Br)cc2)C1=O (configuration not stated)
-3.6 | COc1cccc(NC(=O)COC(=O)CCCc2c[nH]c3ccccc23)c1
0.774 | CC(C)c1ccc(CN2CCC(C(=O)NCc3cccnc3)CC2)cc1
0.0567 | O=C(CCc1ccc(S(=O)(=O)NCc2ccccc2)cc1)NCc1ccc2c(c1)OCO2
0.125 | COc1cc(CNc2ccc3[nH]c(=O)[nH]c3c2)ccc1OCC(=O)NC(C)(C)C
0.667 | CCOC(=O)N1CCC(NC(=O)c2sc(-n3cccc3)nc2C)CC1
0.158 | O=C(c1ccc(Br)o1)N1CCCc2ccccc21
0.282 | O=C(CN1C(=O)CC(c2ccco2)Sc2ccccc21)Nc1ccc2c(c1)OCCO2 (configuration not stated)
0.438 | CC1=C(C(=O)NCCN2CCN(C)CC2)C2(CCC(C)CC2)OC1=O (configuration not stated)

Arranged by length of the SMILES (high to low): part of the list above.
Cav3 T inh | smiles
0.282 | O=C(CN1C(=O)CC(c2ccco2)Sc2ccccc21)Nc1ccc2c(c1)OCCO2 (configuration not stated)
0.667 | CCOC(=O)N1CCC(NC(=O)c2sc(-n3cccc3)nc2C)CC1
-0.0137 | CCn1c2ccccc2c2cc(NC(C)=O)ccc21

(further entries)
Cav3 T inh | smiles
1.25 | O=C(NCc1cccs1)c1ccc(Cl)s1
0.609 | CCOc1ccc(N2C(=O)c3ccccc3C2O)cc1 (configuration not stated)
0.826 | CCCn1nnc(NC(=O)c2cc3ccccc3o2)n1
0.703 | Cc1ccc(S(=O)(=O)Cc2ccc(C(=O)N3CCCCCC3)o2)cc1
0.0194 | CC(C)C1=C2OC(N)=C(C#N)C(C#N)=C2C(C)CC1 (configuration not stated)
0.127 | CCOC(=O)c1[nH]c2ccc(F)cc2c1NC(=O)C(C)N1CCc2cc(OC)c(OC)cc2C1 (configuration not stated)
-2.57 | CCCCc1nc(N2CCOCC2)c(C#N)c2c1CCCC2
-0.028 | N#Cc1c(-c2ccccc2)nc2n(c1=O)CCS2
-1.39 | Oc1ccc2ccccc2c1Br
-2.58 | CCOC(=O)CSc1nc(C(C)C)nc2ccccc12
-0.904 | Cc1[nH]c2ccccc2c1Cc1n[nH]c(=S)n1C
-0.255 | CCC(=NCc1ccco1)c1c(C(F)(F)F)[nH]n(-c2nc3ccccc3s2)c1=O
-0.445 | O=C(CSc1nnnn1C1CCCC1)Nc1cccc(NC(=O)c2ccco2)c1
-4.95* | CCOc1ccc(N(CC(=O)Nc2ccc(C)c(C)c2)S(=O)(=O)c2c(C)noc2C)cc1
-0.535 | CCCCCc1nnc(NC(=O)OCCC)s1
-0.149 | COc1ccccc1NC(=O)C(CC(C)C)NC(=O)C1CCCCC1 (configuration not stated)
0.577 | CC(=O)Nc1ccc(S(=O)(=O)Nc2cc(C)c(-n3nc4ccccc4n3)cc2O)cc1
1.26 | Cc1nnc(SCC(=O)Nc2sccc2C(N)=O)n1Cc1ccccc1
-0.155 | Cc1cccc(C)c1NC(=O)CCCSc1nnnn1C
0.242 | CC(C)CCNC(=O)C1CCC(=O)N1C(C)C (configuration not stated)
-7.94* | CCOc1cc(/C=C(/C#N)C(=O)Nc2ccc(O)cc2)cc(Br)c1O
0.261 | CCOC(=O)C1=C(C)C(c2ccccc2OC)NC(=S)N1 (configuration not stated)
0.469 | O=C(Nc1ccccc1)c1ccc(S(=O)(=O)N(CCO)CCO)cc1
0.655 | Nc1nnc(Cc2ccccc2)s1
-0.349 | CCCCNc1c(N2CCN(C(=O)OCC)CC2)c(=O)c1=O
-3.89 | Cc1ccc(Nc2nc(=O)[nH]nc2C)cc1
1.4 | Cc1cc(=O)n(C)c(=O)n1CCCNc1ccccc1
-1.95 | CCOC(=O)C(C(=O)Nc1cccc(C)c1)C1CCCCC1 (configuration not stated)
-3.04 | COc1ccccc1NC(=O)C1=C(C)NC(SCC(=O)c2ccccc2)=C(C#N)C1c1ccco1 (configuration not stated)
-2.59 | CC(C)(C)N(NC(=O)Nc1ccc(Cl)c(Cl)c1)C(=O)c1ccccc1
-2.13 | c1ccc2c(c1)NC1(CCCCC1)n1c-2nc2ccccc21
0.438 | Fc1ccc(-c2ccnc3nc(-n4cccc4)nn23)cc1
0.278 | O=C(NCc1cccnc1)C1CC2c3ccccc3C1c1ccccc12 (configuration not stated)
0.906 | CC(Oc1ccccc1Cl)c1nnc(N)s1 (configuration not stated)
-4.82* | CCOc1ccc(N(CC(=O)N2CC=C(c3ccccc3)CC2)S(=O)(=O)c2c(C)noc2C)cc1
-0.0598 | N#Cc1cnn(-c2ncnc3sc4c(c23)CCCC4)c1N
0.151 | COc1cc(C2NC(=S)NC(c3ccccc3)=C2C(C)=O)cc(Cl)c1OCC(=O)O (configuration not stated)
-1.56 | Cc1ccc(S(=O)(=O)NCCN(CCNS(=O)(=O)c2ccc(C)cc2)S(C)(=O)=O)cc1
-0.0737 | CCCCCCOc1ccc(N2C(=O)CC(N3CCN(C(=O)c4ccco4)CC3)C2=O)cc1 (configuration not stated)
-3.35 | O=C(Nc1ccc(Cn2cccn2)cc1)c1ccc(COc2ccccc2Br)cc1
0.0409 | O=C(OCCN1CCCCC1)c1ccccc1Cl
0.529 | CC(C)CC(NC(=O)OC(C)(C)C)C(=O)NCc1ccccc1 (configuration not stated)
0.0198 | CCCCOC(=O)C1=C(C)Nc2nnnn2C1c1ccc(OC)c(OC)c1OC (configuration not stated)
-5.27* | COc1ccc(-c2nnc(SC(C)C(=O)NCc3ccc4c(c3)OCO4)n2Cc2ccco2)cc1 (configuration not stated)
-0.518 | CCN(C(=S)Nc1ccccc1F)C1CCCCC1
0.227 | O=C(NCCC1=CCCCC1)C1CCCN(S(=O)(=O)c2ccccc2)C1 (configuration not stated)
-1.3 | COc1ccc2c(c1)N(C(=O)CN1C(=O)C3CCCCC3C1=O)C(C)(C)C=C2C (configuration not stated)
-2.48 | CC1CCN(S(=O)(=O)c2ccc(NC(=O)c3cccs3)cc2)CC1
-1.51 | Cc1ccc(Oc2nc(-c3ccccc3)ncc2S(C)(=O)=O)cc1
0.337 | Nc1nnc(CC(c2ccccc2)c2ccccc2)s1

(next part)
Cav3 T inh | smiles
-3.43 | N#Cc1ccccc1Cn1cc(C#N)c2ccccc21
-9.06* | CC1CCN(C(=O)/C(=C/c2ccccc2Cl)c2ccccc2)CC1
0.602 | Cc1ccc(Cn2nnc(C(=O)Nc3cccc(C)c3C)c2N)cc1
-1.1 | CC(C)C(=O)Nc1ccc2oc(-c3cc(F)c(F)cc3Cl)nc2c1
-0.0637 | CCN(Cc1cc2cc(C)ccc2[nH]c1=O)S(=O)(=O)c1ccccc1
0.86 | Cn1c(-c2ccc[nH]c2=O)nc2cc(Cl)ccc21
0.266 | Cc1nnsc1Sc1cccc(C(F)(F)F)c1
-8.35* | CC(C)Cn1cnc2c(c(-c3ccccc3)c(-c3ccccc3)n2Cc2ccco2)c1=N
-0.465 | CCn1c(SCc2ccccc2Cl)nc2ccccc21
0.123 | C=CCNS(=O)(=O)c1ccc(OCC(=O)OCC)cc1
0.304 | Cc1ccc2[nH]cc(CCNC(=O)c3cccnc3)c2c1
0.701 | CCOC(=O)c1c(C)n(CCO)c2ccc(O)cc12
-0.0337 | CCn1c(SCC(=O)NCC2CCCO2)nc2c(c1=O)SC(C)C2 (configuration not stated)
0.676 | CC1(C(=O)NC2CCCCCC2)CCC(=O)N1Cc1ccc2c(c1)OCO2 (configuration not stated)
0.055 | Cc1cccc(N2C(=O)CN=C2Nc2nc(C)cc(C)n2)c1
-0.194 | O=C1C(=O)N(CNc2ccccn2)c2ccccc21
1.31 | Cc1ccc(-n2nnnc2SCC(=O)c2c(N)n(CC(C)C)c(=O)n(C)c2=O)cc1
0.53 | C=CCc1ccc(OCCOc2cccc(/C=N/n3cnnc3)c2)c(OC)c1
0.44 | CC[n+]1c(C)sc2c(C)cc(C)cc21
-0.306 | Cc1noc(C)c1C(=O)Nc1nc(C23CC4CC(CC(C4)C2)C3)cs1
-0.0138 | Brc1ccc2cccnc2c1
0.0812 | Cc1onc(-c2ccccc2)c1C(=O)Nc1cccc2nsnc12
-0.0282 | CC(Oc1cccc(F)c1)C(=O)/C=C\N(C)C (configuration not stated)
0.156 | C/C(=N\OC(=O)c1ccc(Cl)c(Cl)c1)c1sc(C)nc1C
0.247 | COc1ccc2c(C)cc(=O)[nH]c2c1
